Source: PubChem (several laboratories)
Neddylation inh: inhibitors of cullin neddylation, primary screen, biochemical, TR-FRET, uHTS, NAE and Ubc12; NEDD8-conjugating enzyme Ubc12 (Homo sapiens) + NEDD8-activating enzyme E1 regulatory …; calls only at 25 µM; 360,000 compounds, 0.58% hits; AID 651699, 2012; in the data active means inhibition above about 36%
FAS TE block: FAS thioesterase domain inhibitors, primary screen, biochemical, fluorescence intensity, uHTS; Fatty acid synthase (Homo sapiens), P49327; recombinant FAS-TE, OMFH fluorogenic substrate, fluorescence endpoint; inhibition, % at 15 µM; 360,000 compounds, 0.67% hits; AID 602261, 2012;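 active means compounds whose normalised, plate-corrected inhibition of enzyme fluorescence in the single-dose primary screen is 50% or more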;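 further: 0% = DMSO with enzyme and 100% = substrate without enzyme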
PABP1 MLLE inh: inhibitors of PABP1 MLLE–PAM2 peptide binding, primary screen, biochemical, fluorescence polarization, FITC-PAM2, GST-MLLE; inhibition, % at 20 µM; 360,000 compounds, 0.36% hits; AID 588489, 2011; in the data active means inhibition above about 35%, passing the limit was not always enough;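 further: plate controls were DMSO wells with GST-MLLE for no effect and wells lacking GST-MLLE protein for full effect; some results filed as inactive read as strong as hits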
Target sequence (P11940 whole entry, looked up): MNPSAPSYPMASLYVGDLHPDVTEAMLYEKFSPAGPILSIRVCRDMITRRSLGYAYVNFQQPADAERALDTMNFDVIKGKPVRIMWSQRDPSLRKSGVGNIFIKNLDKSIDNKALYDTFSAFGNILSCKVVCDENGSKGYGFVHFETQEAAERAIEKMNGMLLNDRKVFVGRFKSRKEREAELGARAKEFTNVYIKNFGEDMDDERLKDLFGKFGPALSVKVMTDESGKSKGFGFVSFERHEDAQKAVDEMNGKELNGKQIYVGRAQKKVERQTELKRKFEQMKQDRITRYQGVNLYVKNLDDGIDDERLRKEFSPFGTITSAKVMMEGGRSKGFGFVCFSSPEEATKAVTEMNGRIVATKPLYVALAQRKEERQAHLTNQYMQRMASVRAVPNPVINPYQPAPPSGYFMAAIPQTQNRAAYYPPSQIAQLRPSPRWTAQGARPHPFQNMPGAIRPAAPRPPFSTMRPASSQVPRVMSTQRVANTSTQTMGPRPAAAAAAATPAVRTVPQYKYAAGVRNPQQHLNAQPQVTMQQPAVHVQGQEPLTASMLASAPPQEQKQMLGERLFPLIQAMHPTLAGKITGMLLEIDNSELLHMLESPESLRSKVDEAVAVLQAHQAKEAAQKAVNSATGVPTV
SKN-1 inh: suppressors of acrylamide-induced Pgst-4::GFP reporter in worms, primary screen, SKN-1 inhibitor project, whole organism, uHTS, GFP/RFP fluorescence ratio, strain VP596. C. elegans VP596 Pgst-4::GFP/RFP ratio, 24 h. inhibition, % at 21.8 µM. 360,000 compounds, 0.49% hits. AID 624304, 2012;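 active means interference check ratio from 0.5 to 1.5 plus GFP to RFP signal ratio inhibition reaching or exceeding a fixed threshold, cut at about 30% in these data, passing the limit was not always enough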; further: some compounds called inactive have numbers as strong as hits
Rpn11 block: Rpn11 (PSMD14) deubiquitinase inhibitors, primary screen, biochemical, fluorescence polarization, uHTS | 26S proteasome non-ATPase regulatory subunit 14 (Homo sapiens), O00487 | calls only at 20 µM | human 26S proteasome, Ub4-pepOG fluorescence polarization; 20S core pre-blocked with epoxomicin | 360,000 compounds, 0.59% hits;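 active means inhibition at 20 µM, scaled to each plate's controls, above about 33%, limit read from the data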
Target sequence (O00487 whole entry, looked up): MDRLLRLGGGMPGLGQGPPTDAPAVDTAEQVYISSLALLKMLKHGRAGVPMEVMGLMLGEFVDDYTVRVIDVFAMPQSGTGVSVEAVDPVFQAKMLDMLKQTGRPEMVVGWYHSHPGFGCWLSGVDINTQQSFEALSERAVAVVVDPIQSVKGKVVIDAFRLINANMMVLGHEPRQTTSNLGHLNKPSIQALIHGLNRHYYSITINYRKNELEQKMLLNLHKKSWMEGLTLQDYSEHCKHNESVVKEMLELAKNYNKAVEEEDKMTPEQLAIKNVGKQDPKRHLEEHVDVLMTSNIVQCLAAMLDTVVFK
CSN inh: inhibitors of CSN-mediated cullin deneddylation, primary screen, biochemical, fluorescence polarization, uHTS; COP9 signalosome complex subunit 5 (Homo sapiens), Q92905; Purified CSN, SCF-Nedd8-OG deneddylation; inhibition, % at 12.5 µM; 360,000 compounds, 0.38% hits;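 active means pattern-corrected inhibition above about 35%, with an unprinted fluorescence ratio check between 0.5 and 1.5, limit read from the data, passing the limit was not always enough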;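 further: 0% = enzyme with substrate and 100% = substrate without enzyme; some results filed as inactive read as strong as hits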
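Test system: purified human Csn5 enzyme expressed in HEK293T cells. Amount: 0.24 nM enzyme. Reagent: SCFSkp2-Nedd8OG substrate at 10 nM final. Schedule: 90 min incubation of compound, enzyme and substrate at room temperature. Detection: fluorescence polarization. Read-out: % inhibition of substrate cleavage by Csn5.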
Rin1 Abl inh: inhibitors of Rin1-Abl protein binding, primary screen, biochemical, TR-FRET. Tyrosine-protein kinase ABL1 (Homo sapiens) + Ras and Rab interactor 1 (Homo sapiens), …. inhibition, % at 7.35 µM. 360,000 compounds, 0.4% hits; in the data active means inhibition above about 5%, passing the limit was not always enough
MT1-MMP act inh: blockers of MT1-MMP proenzyme processing, primary screen, HT1080 RFP-PRO-GFP cells, GFP/RFP fluorescence; Matrix metalloproteinase-14 (Homo sapiens), P50281; GFP/RFP ratio fluorescence, overnight; percent of plate control window, DMSO zero; GFP/RFP ratio change, % at 20 µM; 360,000 compounds, 0.061% hits;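 active means GFP/RFP ratio change of at least 30% with cell ATP level not reduced by more than half and red fluorescence within 50% of control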; further: strong numbers were not always called active
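system = RFP-PRO-GFP reporter HT1080 cells | dosing = 20 µM single dose, 1% DMSO | timing = overnight cell settling, then overnight compound exposure, 37 °C, 5% CO2 | read-out basis = GFP/RFP fluorescence ratio | controls = DMSO and RFP-L50D-GFP cell wells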
NadD inh: inhibitors of S. aureus NadD, primary screen, biochemical, colorimetric, uHTS. purified NadD enzyme, colorimetric absorbance read-out. inhibition, % at 20 µM. 360,000 compounds, 0.78% hits; in the data active means inhibition above about 26%; further: some compounds past the cut are filed as inactive
Active calls of the source: *; i = inactive; nt = not tested or not shown. An unsorted share of the library, and some 3.9% of all compounds hit somewhere here.

SMILES	Neddylation inh	FAS TE block	PABP1 MLLE inh	SKN-1 inh	Rpn11 block	CSN inh	Rin1 Abl inh	MT1-MMP act inh	NadD inh
O=c1[nH]c(=S)c2ncn(-c3ccccc3)c2[nH]1	i	-8	-2	3	i	-2	-8	-5	-1
Cc1cc(=O)[nH]c(NN=C2CCC(C(C)(C)C)CC2)n1 (stereo not given)	i	-6	-1	1	i	-3	-1	4	-4
Nc1cccnc1Sc1cccc(Cl)c1	i	-10	38*	12	i	6	-3	-3	0
CC1(NC(=S)NCCCCCCNC(=S)NC2(C)CCS(=O)(=O)C2)CCS(=O)(=O)C1 (stereo not given)	i	-3	-30	3	i	-2	2	2	-8
COc1ccc(N2CCN(C(=O)c3cc(=O)c4cc(C)ccc4o3)CC2)cc1	i	2	-9	0	i	1	0	-1	-2
CC1=C2C(CCS2(=O)=O)CC2(C1)C(=O)OC(C)(C)OC2=O (stereo not given)	i	-9	-8	-19	i	-2	-2	-2	6
CC1CC1C(=O)OCC(=O)Nc1cc(S(=O)(=O)N2CCCCC2)ccc1Cl (stereo not given)	i	5	10	1	i	-2	0	2	-4
COc1ccc(C(C)(O)c2nc(-c3cccc(C(F)(F)F)c3)cs2)cc1 (stereo not given)	i	32	8	-4	i	7	0	-1	-14
Cn1c(CCN2CCN(c3ccccc3)CC2)nc2cc(NC(=O)c3ccco3)ccc21	i	5	0	-22	i	7	-1	0	-2
COc1ccccc1OCc1nnc(SCC(=O)Nc2ccc(C)cc2)n1C	i	-1	-7	4	i	6	-1	3	0
COc1ccc(NC(=O)Nc2nnc(Cc3ccccc3)s2)cc1	i	-3	10	8	i	-1	4	9	-3
O=C(CCNC(=O)Cn1ccc2ccccc2c1=O)NCCC1=CCCCC1	i	-5	-10	-13	i	-2	-5	-2	-5
CC(C)n1nnnc1C1c2ccccc2C(=O)N1CCc1ccccc1F (stereo not given)	i	-4	nt	22	nt	-2	nt	1	-9
CCSc1nnc(-c2cccnc2)n1Cc1ccco1	i	-4	-3	-1	i	4	5	-7	-4
CS(=O)(=O)Nc1ccc(N2CCN(c3ccc(C(F)(F)F)cn3)CC2)nc1	i	-2	-10	3	i	9	-4	-11	-9
CC(C)OCCCNC(=O)c1cc2c(s1)CS(=O)(=O)C2	i	-9	1	9	i	-4	-3	-2	-4
COc1ccc(NC(=O)C2CCCN(S(=O)(=O)c3ccc4c(c3)CCCN4C(C)=O)C2)cc1Cl (stereo not given)	i	14	-3	1	i	5	4	-22	-5
Nc1[nH]c(C(=O)c2ccccc2)c(-c2ccc(Cl)cc2)c1C(=O)NCCc1c[nH]c2ccccc12	i	29	nt	8	nt	3	nt	0	19
CCOC(=O)N1CCN(C(=O)c2cc(-c3ccc(F)cc3)[nH]c2C)CC1	i	-8	-2	-13	i	5	1	1	7
CC(C)CC(=O)NNC(=S)NCc1ccco1	i	-5	-10	5	i	1	4	-3	-8

Only CSN inh and Rin1 Abl inh (five entries from above):
Compound	CSN inh	Rin1 Abl inh
CCOC(=O)N1CCN(C(=O)c2cc(-c3ccc(F)cc3)[nH]c2C)CC1	5	1
CCSc1nnc(-c2cccnc2)n1Cc1ccco1	4	5
Cc1cc(=O)[nH]c(NN=C2CCC(C(C)(C)C)CC2)n1 (stereo not given)	-3	-1
Cn1c(CCN2CCN(c3ccccc3)CC2)nc2cc(NC(=O)c3ccco3)ccc21	7	-1
O=C(CCNC(=O)Cn1ccc2ccccc2c1=O)NCCC1=CCCCC1	-2	-5

Continued.
SMILES	Neddylation inh	FAS TE block	PABP1 MLLE inh	SKN-1 inh	Rpn11 block	CSN inh	Rin1 Abl inh	MT1-MMP act inh	NadD inh
O=C(Nc1cccc(NC(=O)c2ccc(Br)cc2)c1)c1ccccc1	i	-3	-3	-18	i	3	2	1	-9
CCc1ccccc1NC(=O)NCc1cccnc1	i	-7	3	-7	i	-2	-2	-3	2
CN(C)CCCOC(=O)COc1ccc(C(C)(C)C)cc1	i	-16	-5	3	i	8	-3	1	-2
Cc1cccc(-c2nsc(SCC(=O)c3ccc(Cl)cc3)n2)c1	i	15	-17	2	i	-15	0	nt	7
Cc1ccc(C)n1-c1ccc(C(=O)Nc2ccccc2F)cc1	i	5	-7	10	i	2	-2	-3	-3
OC1CCN(C(=S)Nc2ccc(Oc3ccccc3)cc2)CC1	i	2	-94	1	i	4	2	5	2
CCN(CC)/C(Sc1ccccc1)=C(\C(Cl)=C(Cl)Cl)[N+](=O)[O-]	i	15	33	-4	i	4	-2	4	-2
Cc1cc(C(=O)NNC(=O)c2sccc2C)c(C)o1	i	-8	-8	13	i	3	0	7	-6
COC(=O)NC(C)N1C(=O)C2C3C=CC(C3)C2C1=O (stereo not given)	i	-6	-10	0	i	10	-1	0	-3
Cc1cc(C)cc(NC(=O)NCc2nnc(SCc3ccccc3)n2C)c1	i	0	1	4	i	-1	-1	3	-2
O=C(CNS(=O)(=O)c1ccc(Br)cc1)Nc1ccc2c(c1)OCCO2	i	1	-2	18	i	7	-3	1	-4
CCN(CC)c1cccc(OC2=NS(=O)(=O)c3ccccc32)c1	i	-3	-16	47	nt	0	6	72	4
COc1cccc(/C=N/Nc2ncnc3scc(-c4ccccc4)c23)c1O	i	30	-21	4	i	7	-2	-5	16
CC(C)=CCC(C)(C)C1OCCN1C(=O)c1ccccc1 (stereo not given)	i	-3	9	-13	i	4	4	-2	-3
Cc1cc(C)c2nc(N3CCC(C(=O)NCCCN4CC(C)CC(C)C4)CC3)sc2c1 (stereo not given)	i	6	8	7	i	6	0	-2	-5
COC(=O)CNC(=O)c1c(-c2c(Cl)cccc2Cl)noc1C	i	-5	-5	10	i	3	-1	2	-11
CCn1c(COc2ccccc2)nnc1SCC(=O)NC1CCCCC1	i	0	-14	-1	i	-4	1	4	0
O=C(CC1CCCCC1)NCc1cn2ccsc2n1	i	5	3	-5	i	0	0	-1	8
O=S(=O)(NCc1cn2ccccc2n1)c1cccs1	i	-8	10	-10	i	2	-4	-4	-1
COc1ccc(Cn2c(=O)[nH]c3cc(C(=O)N4CCN(c5ccccc5OC)CC4)ccc3c2=O)cc1	i	6	6	1	i	-3	4	-1	11
CCOC(=O)c1c(NC(=O)c2ccnn2C)sc(C)c1C	nt	-6	6	-6	i	1	1	0	4
O=C(CNS(=O)(=O)c1cccc(Br)c1)NCCCc1ccccc1	i	0	24	-1	i	11	0	-2	-8
O=S(=O)(Nc1ccccc1-c1ccccc1)c1ccccc1	i	9	7	1	i	2	2	6	-5
Cc1ccc(S(=O)(=O)N(C)c2ccc(OCC(=O)Nc3nc4c(ccc5ccccc54)s3)cc2)cc1	i	39	2	16	i	0	-4	0	19
CCOc1ccc2nc(NC(=O)COc3ccc(N(C)S(=O)(=O)c4ccc(C)cc4)cc3)sc2c1	i	24	5	10	i	0	2	-3	9
NC1=NC[C@H](Cc2ccc(O)cc2)N1CCCCC1CCCCC1	i	-23	3	0	i	-2	5	6	0
CC(=O)C1=C(O)C(=O)N(C)C1c1ccccc1[N+](=O)[O-] (stereo not given)	i	0	39*	-10	i	0	-1	-4	-2
CC(=O)NC(Cc1cccc(C)c1)C(=O)NC1CCN(c2ncccc2[N+](=O)[O-])CC1 (stereo not given)	i	-4	-7	8	i	3	1	11	3
C[C@H](N)c1nnc(SCc2ccc(Cl)cc2Cl)o1	i	-11	-91	-4	i	1	-1	2	3
CC(=O)N1C(=O)C2(C(C#N)=C(N)Oc3c2c(C)nn3-c2ccccc2)c2ccccc21 (stereo not given)	i	8	4	-2	i	5	-1	1	2
N#CCC(=O)Nc1ccc(C(=O)OCC(=O)c2c[nH]c3ccccc23)cc1	i	0	-36	-1	i	1	-2	2	11
CCN(CC)CCNC(=O)c1cc(Br)c(N)cc1OC	i	-6	-1	5	i	-3	0	3	0
Cc1cc(C)nc(SCC2COc3ccccc3O2)n1 (stereo not given)	i	4	1	-9	i	-4	1	5	0
CCCc1nc2ccc(Cl)cn2c1Cc1ccccc1OC	i	2	9	6	i	2	1	0	1
Cc1ccc(-n2cc(CNCC3CC(=O)N(C4CC4)C3)c(-c3cccc(C)c3)n2)cc1 (stereo not given)	i	2	-7	-1	i	0	2	3	-11
COc1cc(SSc2cc(OC)cc([N+](=O)[O-])c2N)c(N)c([N+](=O)[O-])c1	i	0	31	10	i	0	-4	18	26

Compound profiles, from the list above:
`COC(=O)CNC(=O)c1c(-c2c(Cl)cccc2Cl)noc1C` as listed: Neddylation inh = i; FAS TE block = -5; PABP1 MLLE inh = -5; SKN-1 inh = 10; Rpn11 block = i; CSN inh = 3; Rin1 Abl inh = -1; MT1-MMP act inh = 2; NadD inh = -11
`COc1ccc(NC(=O)Nc2nnc(Cc3ccccc3)s2)cc1` as listed: Neddylation inh = i; FAS TE block = -3; PABP1 MLLE inh = 10; SKN-1 inh = 8; Rpn11 block = i; CSN inh = -1; Rin1 Abl inh = 4; MT1-MMP act inh = 9; NadD inh = -3
`O=S(=O)(NCc1cn2ccccc2n1)c1cccs1` as listed: Neddylation inh = i; FAS TE block = -8; PABP1 MLLE inh = 10; SKN-1 inh = -10; Rpn11 block = i; CSN inh = 2; Rin1 Abl inh = -4; MT1-MMP act inh = -4; NadD inh = -1
